APE1 inh: qHTS Assay for Inhibitors of the Human Apurinic/apyrimidinic Endonuclease 1 (APE1). DNA repair nuclease/redox regulator APEX1 (Homo sapiens), P27695. recombinant APE1, TAMRA/BHQ-2 abasic DNA cleavage fluorescence. Potency, µM (titrated, usually from 65.8 µM), for the others: at the top dose activity change, negative = inhibition, hits mostly inhibitors. AID 2517, 2012. 350,000 tested, 0.35% active;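 note: potency is the fitted concentration of half-maximal effect; plate controls were vehicle for no effect and reference inhibitor for full effect; nearly all actives have a fitted effect of over 55% in size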
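APE1 at 0.75 nM final was preincubated with compound 15 min at room temperature, then 50 nM double-stranded THF abasic-site substrate (5'-TAMRA/3'-BHQ-2) was added. Fluorescence (ex 525/em 598 nm) was read kinetically; third-minus-first read gave activity.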
Anesthetic bind: qHTS Assay for Identification of Novel General Anesthetics. Ferritin light chain (Equus caballus), P02791. apoferritin/1-aminoanthracene competitive binding, fluorescence. Potency, µM (doses to about 77.5 µM), for the others: top-dose activity change, negative = displacement, actives largely listed as inhibitors. 350,000 tested, 0.074% active. AID 485281, 2010; note: potency is the fitted concentration of half-maximal effect; % is set by controls: 0 for no effect and ±100 for the full control effect; nearly all actives have a fitted effect of over 20% in size
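Apoferritin-based anesthetic binding model; compound displacement of fluorescent 1-AMA measured as endpoint fluorescence after 10 minutes at room temperature, scaled to free-ligand and complex controls.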
Pol kappa inh: qHTS for Inhibitors of Polymerase Kappa | AID 588579, 2011 | purified Pol kappa, fluorescent DNA synthesis assay, 10 min | 400,000 tested, 0.53% active | Potency, µM (highest dose often 107 µM), for inactives: at the highest dose activity, negative = inhibition, actives largely listed as inhibitors; note: potency is the fitted concentration of half-maximal effect; % is set by controls: 0 for no effect and ±100 for the full control effect
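10 nM Pol kappa was preincubated with compounds for 15 min at room temperature. Reaction started with 50 nM (final) substrate. Fluorescence read kinetically at 0 and 10 min.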
Pol eta inh: qHTS for Inhibitors of Polymerase Eta; recombinant Pol eta, fluorescent DNA replication assay; Potency, µM (doses to about 114 µM), for the others: at the top dose activity change, negative = inhibition, usual class: inhibitors; 390,000 tested, 1.2% active; AID 588591, 2011; note: potency is the fitted concentration of half-maximal effect; % is set by controls: 0 for no effect and ±100 for the full control effect
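Fluorescent replication assay: 50 nM final substrate added after a 15 min room-temperature compound preincubation with 10 nM enzyme. Signal taken at 0 min and again at 10 min.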
POLB inh: qHTS Assay for Inhibitors of DNA Polymerase Beta | 340,000 tested, 1.3% active | Pol beta primer extension/strand displacement, fluorescence kinetic | Potency, µM (doses to about 114 µM), inactives show at the top dose activity change, negative = inhibition, usual class: inhibitors; note: potency is the fitted concentration of half-maximal effect; % is set by controls: 0 for no effect and ±100 for the full control effect
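Values derive from four-parameter Hill fits of normalized kinetic data: reads at 0 and 10 min following addition of 50 nM substrate to 10 nM Pol beta preincubated 15 min with compound.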
LDHA inh: qHTS assay for inhibitors of human lactate dehydrogenase | L-lactate dehydrogenase A chain (Homo sapiens), P00338 | purified LDHA, NADH/diaphorase-resazurin fluorescence; active compounds read low | activity change, % (values are at about 110 or 230 µM) | 480,000 tested, 0.15% active; in the data active = activity change below about -30%; inconclusive = mostly about -25% to -30%;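 note: plate controls were DMSO wells for no effect and wells without enzyme for full effect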
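Resorufin fluorescence (ex540/em590), read at 0 and 20 min after diaphorase/resazurin addition, reports the NADH left after a 5 min room-temperature reaction of 2 nM human LDH5 with 0.06 mM NADH and 0.2 mM pyruvate.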
ERG-DNA inh: qHTS for Small Molecule Inhibitors of the ERG Ets/DNA interaction. Transcriptional regulator ERG (Homo sapiens), P11308. fluorescence polarization, His-ERG Ets domain / labelled DNA. Potency, µM (titrated, usually from 76.9 µM), for the others: at the highest dose FP activity, negative = inhibition, actives largely listed as inhibitors. 370,000 tested, 0.028% active. AID 624246, 2012; active = well fitted inhibition curve with a large enough effect in the polarisation, with a control signal flat; inconclusive = small, poorly fitted or top-dose-only effect, or effect the other way, or a change in a side signal; inactive = no such curve, though single readings can be large or run the other way; the % refers to the polarisation;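 note: polarization taken with two DNA probes labelled with fluorescein and Texas red; potency is the fitted concentration of half-maximal effect; % of control where 0% means no effect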
Target sequence (P11308 whole entry, looked up, the tested form may be a part): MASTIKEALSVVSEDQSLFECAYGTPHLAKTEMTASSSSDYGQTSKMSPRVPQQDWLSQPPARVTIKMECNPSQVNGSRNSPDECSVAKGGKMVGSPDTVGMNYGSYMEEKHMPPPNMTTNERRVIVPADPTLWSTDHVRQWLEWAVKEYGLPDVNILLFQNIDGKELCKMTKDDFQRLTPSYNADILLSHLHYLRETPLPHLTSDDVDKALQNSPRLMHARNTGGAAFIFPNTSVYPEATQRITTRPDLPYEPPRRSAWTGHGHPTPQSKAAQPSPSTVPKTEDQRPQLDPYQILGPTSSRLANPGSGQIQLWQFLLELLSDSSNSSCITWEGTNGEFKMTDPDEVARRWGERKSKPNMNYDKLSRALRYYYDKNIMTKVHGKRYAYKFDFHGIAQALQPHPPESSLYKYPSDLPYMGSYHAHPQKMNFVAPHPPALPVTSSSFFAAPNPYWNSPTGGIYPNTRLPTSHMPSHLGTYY
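His-tagged ERG Ets domain (1 uM in the protein solution; 300mM KCl, 50mM Tris-HCl, 1mM EDTA, 1mM DTT, pH 7.5) received compound, then a probe mix of 5 nM fluorescein-DNA and 100nM Texas-615-DNA. Fluorescence polarization was read for both dyes.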
12-LOX inh: Primary qHTS assay for inhibitors of human arachidonate 12S-lipoxygenase (ALOX12): Round 2; Polyunsaturated fatty acid lipoxygenase ALOX12 (Homo sapiens), P18054; purified 12hLO, xylenol orange hydroperoxide absorbance; Potency, µM (doses to about 108 µM), for inactives: at the top dose activity change, negative = inhibition, most hits filed as inhibitors; 580,000 tested, 1.1% active; AID 1671190, 2021; note: potency is the fitted concentration of half-maximal effect; % is set by controls: 0 for no effect and ±100 for the full control effect
Target sequence (P18054 whole entry, looked up): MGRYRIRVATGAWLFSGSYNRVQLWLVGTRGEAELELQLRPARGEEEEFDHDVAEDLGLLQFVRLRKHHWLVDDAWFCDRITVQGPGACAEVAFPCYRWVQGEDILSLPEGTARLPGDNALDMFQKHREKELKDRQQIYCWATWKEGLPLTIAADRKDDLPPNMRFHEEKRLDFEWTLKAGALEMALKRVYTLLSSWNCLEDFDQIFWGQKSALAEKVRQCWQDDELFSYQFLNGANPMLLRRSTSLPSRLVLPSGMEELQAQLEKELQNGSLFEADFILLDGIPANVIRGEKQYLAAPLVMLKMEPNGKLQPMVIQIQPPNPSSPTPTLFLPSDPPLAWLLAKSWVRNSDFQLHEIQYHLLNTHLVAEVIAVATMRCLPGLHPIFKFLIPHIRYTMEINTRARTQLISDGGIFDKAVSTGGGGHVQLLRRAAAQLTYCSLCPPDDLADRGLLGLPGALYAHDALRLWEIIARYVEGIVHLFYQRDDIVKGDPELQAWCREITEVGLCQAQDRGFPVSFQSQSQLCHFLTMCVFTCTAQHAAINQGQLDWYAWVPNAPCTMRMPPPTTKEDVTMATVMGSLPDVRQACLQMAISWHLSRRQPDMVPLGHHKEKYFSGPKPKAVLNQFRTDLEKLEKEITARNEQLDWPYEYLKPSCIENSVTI
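Hydroperoxide product was detected by ferrous iron/xylenol orange as the 573 to 405 nm absorbance ratio. Arachidonic acid at 40 uM (final) was turned over for 30 min at room temperature by 150 nM human 12hLO, pH 7.0 Hepes buffer, after 15 min compound preincubation.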
RGS4 inh: Inhibitors of Regulator of G Protein Signaling (RGS) 4: qHTS; Regulator of G-protein signaling 4 (Homo sapiens), P49798; Transcreener GDP fluorescence polarization, RGS4-accelerated GTP hydrolysis; Potency, µM (series often up to 114 µM), for the others: top-dose activity change, negative = inhibition, actives largely listed as inhibitors; 390,000 tested, 0.039% active; AID 504845, 2011; note: potency is the fitted concentration of half-maximal effect; % is set by controls: 0 for no effect and ±100 for the full control effect; nearly all actives have a fitted effect of over 75% in size; some results filed as inactive show a strong effect at the top dose
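MLSMR compounds (23 nl, pin-transferred) preincubated 10 min at room temperature with a 500nM (2x) first reagent, then RGS4 at 900nM (2x) plus Transcreener GDP mix added; fluorescence polarization (620/688 nm) read before and after 90 min at 30 °C.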
* marks the source's active call; other numbers are inactive results; i = inactive; ? = inconclusive; / = not tested or not shown; & = joins results of further samples; [ ] = dose if it differs, or a comment. Unless noted, calls come from the whole dose curve; as a rule, active = well fitted curve in the direction sought with a large enough effect; inconclusive = small, poorly fitted or top-dose-only effect, or another doubt; inactive = no such curve, though single readings can be large; an effect the other way counts as inactive or inconclusive. An excerpt; rates above refer to the full screens.

SMILES | APE1 inh | Anesthetic bind | Pol kappa inh | Pol eta inh | POLB inh | LDHA inh | ERG-DNA inh | 12-LOX inh | RGS4 inh
CSc1ccc(C2(O)Cc3cccc[n+]3C2c2ccccc2)cc1 (centres undefined) | -1% | 1% | 2% | -25% | -30% | 0 | 4% | 39%[activator] | -47%
CC1C(=O)N2CCCc3cc(NS(=O)(=O)c4ccccc4)cc1c32 (centres undefined) | 11% | / | -2% | -5% | / | 5 | 2% | -16% | -10%
Cc1ccc(NC(=O)N2CCC(O)(c3cccnc3)CC2)cc1 | 2% | -5% | 0% | 1% | -1% | -6 | -8% | 0% | -3%
Cc1nc(-c2ccc(C(F)(F)F)cc2)sc1C(=O)NN | 6% | -13% | -5% | -18% | -1% | -8 | -25% | i | -20%
Cc1cc(C(=O)NNC(=O)C(CCC(N)=O)NS(=O)(=O)c2ccc(Cl)cc2)c(C)o1 (centres undefined) | 5% | / | -6% | -7% | / | -9 | 11% | 14% | 19%
COc1ccc(CC(=O)N(C)Cc2ccc(Cl)cc2)cc1S(=O)(=O)N1CCOCC1 | -8% | / | -11% | 0% | / | -4&1 | 14% | -1%&-30% | 24%
CCN(CC)c1ccc(NC(=O)/C=C\c2ccccc2Cl)cc1 | -1% | ? | -23% | -6% | -3% | 5 | / | ? | -13%
COC(=O)c1ccccc1NC(=O)c1cnn2c(C)cc(C)nc12 | 14% | -2% | 5%[60.1 µM] | 1% | 17% | -3 | -4% | -3% | 11%[11.4 µM]
COc1ccc(C2CC3(CC(C)(C)NC(=O)N3)Oc3cc(O)ccc32)cc1 (centres undefined) | 0% | -3% | -16% | -6% | -1% | 0 | -6% | -15% | -26%
COc1ccc(-c2nnc(SCC(=O)O)n2C)cc1OC | 5% | -3% | -8% | -5% | 8% | -2 | 9% | 2% | -1%
CCOc1ccc(Br)cc1S(=O)(=O)Nc1ccc(C(=O)OCC(=O)N(C)c2ccccc2)cc1 | 4% | -2% | -10% | -13% | -1% | -10 | 8% | 8% | 4%
Cc1cccc(C(=O)N2CC3(C)CC2CC(C)(C)C3)c1 (centres undefined) | -1% | ? | -6% | -15% | 26% | -2 | -10% | 10% | 9%
CCC(=O)N1CCCc2cc(S(=O)(=O)N3CCC(C(=O)NC4CCC(C)CC4)CC3)ccc21 (centres undefined) | / | -3% | 1%[60.1 µM] | -17% | 3% | -8 | 1% | ? | -18%
Nc1ccn(CC(=O)NCCCc2ccccc2)c(=O)n1 | -4% | / | 8% | -6% | / | -1 | -15% | -2% | -9%
Cc1nn(CC(=O)Nc2ccc(Br)cc2F)c(=O)c2cccn12 | 51%[activator] | ? | -41% | -13% | -19% | -3 | -7% | 0% | 24%[11.4 µM]
COc1ccc(-c2nc(CS(=O)CC(=O)NCc3ccccc3OC)c(C)o2)cc1 (centres undefined) | / | 1% | -16% | -1% | -4% | 6&-5 | 12% | 9%&0% | -12%
N#Cc1ccsc1NC(=O)CN1CCN(Cc2ccccc2)CC1 | -2% | 0% | -2% | 2% | -2% | -3 | 7% | 14% | -8%
Cc1ccc(NC(=O)C(c2ccccc2)c2ccccc2)c(O)c1 | -4% | 2% | -2% | -22% | 10% | 5 | 3% | -18% | -13%
CCC(C(=O)NCC1CCCO1)N(C(=O)c1snc(C(N)=O)c1N)c1ccc(Cl)cc1 (centres undefined) | -13% | 9% | -1% | -18% | -5% | -10 | 7% | -19% | 9%
Cc1nc(-c2ccncc2)sc1C(=O)Nc1ccc(Cl)cc1 | -5% | -11% | -8% | 6% | 36% | -8 | 16% | -14% | -9%
CC1CC(C)CN(C(=O)CCCn2c(=S)[nH]c3ccccc3c2=O)C1 (centres undefined) | 9% | ? | 0% | -15% | 6% | 4 | 0% | 0% | -44%
CC(C)=CCC/C(C)=C/C=N/NC(=O)c1cccc([N+](=O)[O-])c1 | -4% | -22% | -12% | -4% | ? | -4 | -3% | ? | -2%
CC[C@]12c3[nH]c4cc(CCC(=O)N(C)C)ccc4c3CCN1C(=O)[C@@H](CC(=O)NCCC1=CCCCC1)C[C@@H]2C(=O)N1CCN(C(=O)c2ccco2)CC1 | -4% | / | 5% | -17% | / | -7 | -1% | 15% | -45%
O=C(Nc1ccccn1)C12CC3CC(CC(C3)C1)C2 | 1% | ? | -3% | -5% | 3% | -1 | -16% | -19% | -16%
CS(=O)(=O)N(CC(=O)Nc1ccccc1C(=O)N1CCOCC1)c1ccc(F)c(Cl)c1 | 48%[activator] | 0% | 0% | -18% | 7% | -3 | -2% | 35%[activator] | -36%
Cc1ccc(NC(=O)NC(C)c2c(-n3cccc3)sc(C)c2C)cc1F (centres undefined) | / | -8% | -14% | / | -17% | -4 | -6% | -29% | 17%
CCc1ccc(NC(=O)CSc2nc3[nH]ncc3c(=O)[nH]2)cc1 | 3% | -8% | -5% | -10% | -3% | 1 | 1% | -1% | -7%
Cc1ccc(S(=O)(=O)C(NC(=O)c2ccccc2)=C(Cl)Cl)cc1 | / | / | -6% | -2% | / | -9 | 2% | -2% | 16%[11.4 µM]
Clc1ccc(CCNc2ncnc3c2c(-c2ccccc2)cn3-c2ccccc2)cc1 | / | 69%[activator] | -8%[60.1 µM] | -8% | 18% | -2 | -1% | -9% | 23%
O=C1CC(NC(=O)C(F)(F)F)=NN1c1ccccc1 | -2% | -8% | -4% | -5% | 2% | -1 | -4% | -11% | -19%
COc1cccc(NC(=O)Cn2c(=O)n(CCCCC(=O)NCc3ccccc3Cl)c(=O)c3ccccc32)c1 | / | -4% | -5% | -11% | 0% | 1 | -1% | 0% | 3%
CCCNc1c(NS(=O)(=O)c2ccc(C)c(C)c2)c(=O)oc2ccccc12 | -9% | -5% | 12% | -12% | 4% | -1 | 3% | -1% | -10%[56.9 µM]
Cc1cc(NC(=O)c2c([N+](=O)[O-])cnn2C)no1 | -1% | -5% | -9% | -5% | 2% | -5 | -9% | ? | 7%
CCOC(=O)Nc1ccc2c(CN3C(=O)NC(CC)(CC)C3=O)cc(=O)oc2c1 | 3% | -8% | -9% | ? | ? | 0 | -5% | -17% | -17%
COc1ccc(OC)c(NCc2cccn2-c2nnc(N3CCCCC3)s2)c1 | / | -6% | -7% | -13% | 3% | 18 | -14% | -8% | -14%
CC(=O)Nc1ccc(SCC(CC(C)C)N2CCN(C)CCC2=O)cc1 (centres undefined) | 27% | 3% | 13% | / | / | / | / | / | 10%
COc1ccc(OCCOCCOc2ccc(C)cc2[N+](=O)[O-])cc1 | 1% | -6% | -1% | -5% | 11% | -2 | -10% | -8% | -17%
O=C(Oc1cccc(N2C(=O)C3C4c5ccccc5C(c5ccccc54)C3C2=O)c1)c1ccco1 (centres undefined) | -5% | 8% | -12% | -19% | -2% | -6 | 5% | -25% | 7%
Cc1ccc(NC(=S)N2CCCC(CO)C2)c(C)c1 (centres undefined) | -1% | -8% | -5% | 9% | 1% | -13 | 3% | -19% | 21%
Cc1ccc(S(=O)(=O)N2CCN(S(=O)(=O)c3ccccc3Br)CC2)cc1 | -9% | / | 1% | -18% | / | 1 | -2% | -3% | 8%

Exported with tabs: entries from further up
smiles	APE1 inh	Anesthetic bind	Pol kappa inh	Pol eta inh	POLB inh	LDHA inh	ERG-DNA inh	12-LOX inh	RGS4 inh
COc1cccc(NC(=O)Cn2c(=O)n(CCCCC(=O)NCc3ccccc3Cl)c(=O)c3ccccc32)c1	/	-4%	-5%	-11%	0%	1	-1%	0%	3%
CCCNc1c(NS(=O)(=O)c2ccc(C)c(C)c2)c(=O)oc2ccccc12	-9%	-5%	12%	-12%	4%	-1	3%	-1%	-10%[56.9 µM]
Cc1cc(NC(=O)c2c([N+](=O)[O-])cnn2C)no1	-1%	-5%	-9%	-5%	2%	-5	-9%	?	7%
CCOC(=O)Nc1ccc2c(CN3C(=O)NC(CC)(CC)C3=O)cc(=O)oc2c1	3%	-8%	-9%	?	?	0	-5%	-17%	-17%

Going on with the list.
SMILES | APE1 inh | Anesthetic bind | Pol kappa inh | Pol eta inh | POLB inh | LDHA inh | ERG-DNA inh | 12-LOX inh | RGS4 inh
CN(CC(=O)NNC(=O)CNC(=O)c1ccccc1Cl)S(=O)(=O)c1ccc(Cl)cc1 | 44% | / | 0% | -13% | / | -2 | 7% | -13% | -37%
COc1ccc(-n2nc(C(=O)NCC(=O)NCc3ccco3)c3ccccc3c2=O)cc1Cl | -4% | -19% | -17% | -15% | 14% | -3 | 3% | -7% | -26%
O=C(CSc1nnc(-c2ccc(OC(F)F)cc2)o1)NCc1cccs1 | 2% | -7% | -12% | -23% | 4% | -3 | 1% | 13% | -36%
Cc1ccc(NC2SC(=O)N(Cc3cccc(C(=O)O)c3)C2=O)cc1 (centres undefined) | 1% | -7% | -17% | 0% | 25% | -2 | 0% | 0%[57.4 µM] | 29%[11.4 µM]
Cc1ccc(-c2nnn3c2nc(Cl)c2ccccc23)cc1 | 8% | -4% | 5% | -16% | 14% | -4 | -11% | -7% | 10%
